# Assay outcomes (PubChem BioAssay)
# GLS inhibitor: inhibitors of human glutaminase (GLS); O94925; GLS enzymatic activity, qHTS titration; Potency, µM (titrated, usually from 45.5 µM), for inactives: at the highest dose activity change, negative = inhibition, usual class: inhibitors; 410,000 tested, 0.21% active; further: potency means the concentration at half of the fitted maximal effect; on the % scale 0 is the no-effect control and ±100 the full control effect
#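 Read-out is an Amplex red fluorescence increase coupled through glutamate oxidase and HRP, measured before and after 30 min room-temperature incubation. hKGA is in 45 mM KH2PO4 (pH 8.2) with 0.02% Tween-20; glutamine added as 1mM solution.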
# HP1b binding inh: HP1-beta chromodomain-methylated histone interaction inhibition; P83916; AlphaScreen HP1-beta / biotin-H3K9me3 peptide binding; Potency, µM (titrated, usually from 114 µM), inactives show at the highest dose activity change, negative = inhibition, hits mostly inhibitors; AID 540317; 390,000 tested, 0.56% active; further: potency means the concentration at half of the fitted maximal effect; nearly all actives have a fitted effect of over 70% in size; inactives centre near 23
# Target sequence (P83916 whole entry, looked up): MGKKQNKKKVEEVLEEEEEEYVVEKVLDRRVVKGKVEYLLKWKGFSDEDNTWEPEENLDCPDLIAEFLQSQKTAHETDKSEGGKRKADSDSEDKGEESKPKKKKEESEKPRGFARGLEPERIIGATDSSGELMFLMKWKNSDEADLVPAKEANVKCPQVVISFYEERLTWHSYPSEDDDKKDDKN
#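 HP1-beta protein (50 nM final) preincubated 30 min at room temperature with biotinylated H3(1-18)K9me3 peptide (50 nM) in PBS pH 7.4, 0.01% Tween-20, then compound added for 30 min. AlphaScreen streptavidin donor/nickel chelate acceptor beads (10 ug/mL final), 30 min dark, luminescence read.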
# JMJD2A Tudor: blocks the human JMJD2A Tudor domain; AlphaScreen JMJD2A-Tudor / H3K4me3 peptide binding; Potency, µM (highest dose often 114 µM), inactives show top-dose activity change, negative = inhibition, actives largely listed as inhibitors; 390,000 tested, 4.4% active; further: potency means the concentration at half of the fitted maximal effect; on the % scale 0 is the no-effect control and ±100 the full control effect; nearly all actives have a fitted effect of over 50% in size
# Pin1 inhibitor: inhibitors of human Pin1 | Q13526 | Pin1 FP peptide displacement, HiFluor488, 10 min | Potency, µM (doses to about 115 µM), inactives show at the highest dose activity, negative = inhibition, hits mostly inhibitors | 390,000 tested, 0.009% active; active means well fitted inhibition curve with a large enough effect in the polarisation, with a control signal flat, not every such curve was filed as active; inconclusive means small, poorly fitted or top-dose-only effect, or effect the other way, or a change in a side signal; inactive means no such curve, though single readings can be large or run the other way; the % refers to the polarisation; further: potency means the concentration at half of the fitted maximal effect; on the % scale 0 is the no-effect control and ±100 the full control effect
# Target sequence (Q13526 whole entry, looked up): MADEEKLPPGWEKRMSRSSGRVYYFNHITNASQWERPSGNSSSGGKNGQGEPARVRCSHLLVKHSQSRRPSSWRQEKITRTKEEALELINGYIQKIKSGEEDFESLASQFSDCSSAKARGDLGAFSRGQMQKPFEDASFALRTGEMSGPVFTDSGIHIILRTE
# PI4K2A inh: blocks human PI4K2A kinase activity; 420,000 tested, 0.13% active; activity change, negative = inhibition, % at 76.9 µM; Q9BTU6; AID 1346378; purified PI4K2A, ADP-Glo luminescence, 1 h; hits give low values; in the data active means activity change below about -50%; inconclusive means mostly about -30% to -49%;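 further: -100% = wells without enzyme as full effect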
#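 In this quantitative HTS, ADP production by PI4K2A was quantified luminescently after 1 h at ambient temperature; 100 microM adenosine served as plate-quality control.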
# Tb PGK inh: inhibitors of T. brucei phosphoglycerate kinase | PGK/GAPDH coupled, Kinase-Glo luminescence, 60 min | Potency, µM (series often up to 57.5 µM), for the others: at the top dose activity change, negative = inhibition, hits mostly inhibitors | 380,000 tested, 0.043% active | AID 602233; further: potency means the concentration at half of the fitted maximal effect; on the % scale 0 is the no-effect control and ±100 the full control effect; nearly all actives have a fitted effect of over 60% in size
#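 Recombinant glycosomal PGK reaction used 1,3-bisphosphoglycerate generated in-well by GAPDH (100nM final) in 100mM TEA pH 7.6, 5mM MgCl2, 0.01% Tween-20. After 60 minutes at room temperature, ATP was read by Kinase-Glo Plus luminescence end-point.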
# Pol eta inh: DNA polymerase eta (human) inhibition; recombinant Pol eta, fluorescent DNA replication assay; Q9Y253; Potency, µM (highest dose often 114 µM), for inactives: at the top dose activity change, negative = inhibition, most hits filed as inhibitors; 390,000 tested, 1.2% active; further: potency means the concentration at half of the fitted maximal effect; on the % scale 0 is the no-effect control and ±100 the full control effect
# Target sequence (Q9Y253 whole entry, looked up): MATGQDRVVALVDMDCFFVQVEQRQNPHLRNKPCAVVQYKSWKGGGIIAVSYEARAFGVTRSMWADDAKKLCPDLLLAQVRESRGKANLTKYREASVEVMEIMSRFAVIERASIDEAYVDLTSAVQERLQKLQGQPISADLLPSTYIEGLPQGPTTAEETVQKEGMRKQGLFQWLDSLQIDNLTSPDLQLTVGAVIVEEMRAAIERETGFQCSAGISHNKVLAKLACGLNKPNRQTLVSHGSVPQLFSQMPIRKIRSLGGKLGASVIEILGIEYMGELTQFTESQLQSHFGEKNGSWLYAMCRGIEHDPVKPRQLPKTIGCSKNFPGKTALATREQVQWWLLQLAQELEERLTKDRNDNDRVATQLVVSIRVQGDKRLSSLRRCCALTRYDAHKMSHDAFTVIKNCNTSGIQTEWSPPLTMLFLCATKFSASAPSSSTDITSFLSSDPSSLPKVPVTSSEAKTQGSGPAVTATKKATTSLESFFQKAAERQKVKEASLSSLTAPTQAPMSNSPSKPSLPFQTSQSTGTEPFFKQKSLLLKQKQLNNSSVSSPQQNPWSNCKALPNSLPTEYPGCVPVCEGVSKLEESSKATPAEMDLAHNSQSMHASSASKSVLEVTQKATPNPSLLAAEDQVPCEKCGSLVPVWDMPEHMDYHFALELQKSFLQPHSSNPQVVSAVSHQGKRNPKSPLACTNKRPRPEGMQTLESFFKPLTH
#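 Pol eta (10 nM) was preincubated with compounds for 15 min at room temperature, after which fluorescent replication substrate (50 nM final) was added to start the reaction. Fluorescence was read kinetically at 0 and 10 min.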
# BAZ2B inh: inhibitors of human BAZ2B bromodomain; AlphaScreen BAZ2B-H3K14Ac peptide displacement; Potency, µM (titrated, usually from 114 µM), for the others: top-dose activity change, negative = inhibition, usual class: inhibitors; 360,000 tested, 4.4% active; AID 504333; further: potency means the concentration at half of the fitted maximal effect; on the % scale 0 is the no-effect control and ±100 the full control effect; nearly all actives have a fitted effect of over 60% in size
#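 Compounds, titrated to a top concentration of 110 uM, were incubated 30 min at room temperature with preformed BAZ2B/acetyl-K14 H3 peptide complex (50 nM each). Proximity signal was measured by AlphaScreen after 20 min with beads.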
# G9a inh: blocks human histone lysine methyltransferase G9a | Potency, µM (doses to about 102 µM), without a hit: top-dose activity, negative = inhibition, actives largely listed as inhibitors | AID 504332 | G9a H3K9 monomethylation, AlphaScreen, 2 h | 350,000 tested, 8.8% active; further: potency means the concentration at half of the fitted maximal effect; on the % scale 0 is the no-effect control and ±100 the full control effect; nearly all actives have a fitted effect of over 75% in size
#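 AlphaScreen detection with an anti-monomethyl H3K9 antibody quantified product after a 2 h room-temperature reaction containing 500 nM biotinylated H3K9 peptide, 20 µM SAM and 20 nM enzyme, which had been preincubated 15 min with compound.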
# Active calls of the source: *; i = inactive; u = inconclusive; x = not tested or not shown; & = joins results of further samples; [ ] = another dose, or the depositor's remark. Unless noted, the call rests on the fitted dose curve; in most records, active means well fitted curve in the direction sought with a large enough effect; inconclusive means small, poorly fitted or top-dose-only effect, or another doubt; inactive means no such curve, though single readings can be large; an effect the other way counts as inactive or inconclusive. An excerpt. The share of hits here may be higher or lower than overall.
nr	SMILES	GLS inhibitor	HP1b binding inh	JMJD2A Tudor	Pin1 inhibitor	PI4K2A inh	Tb PGK inh	Pol eta inh	BAZ2B inh	G9a inh
1	CCOC(=O)c1c(C)[nH]c(C)c1S(=O)(=O)N(C)CC(=O)Nc1cccc(C)n1	1%	8%[57 µM]	-17%	5%	2	3%	-2%	22%	x
2	CC1(C)CC(n2c(NCCO)nc3c(c2=O)C2(CCCC2)Cc2ccccc2-3)CCO1 (stereo not drawn)	0%	13%	-34%	-1%	-9	-7%	-9%	-6%	17%[59 µM]
3	O=C(CSc1nc(O)c(C2CCCCC2)c(=O)[nH]1)Nc1ccc(F)cc1	1%	15%[57 µM]	-13%	-7%	-1	i	-18%	-11%	-14%
4	Cn1c(Br)nc2c1c(=O)n(CC(O)COc1ccccc1)c(=O)n2C (stereo not drawn)	-27%	42%	-4%[11.4 µM]	7%	2	-11%	-7%	x	0%[59 µM]
5	Cc1ccccc1CN1C(=O)c2ccccc2S(=O)c2ccc(C(=O)NCc3ccccc3)cc21 (stereo not drawn)	-4%	23%	-18%	u	6	6%	-9%	1%	-4%[59 µM]
6	O=C(Nc1ccc(S(=O)(=O)N(Cc2ccccc2)c2ccccc2)cc1)c1ccc([N+](=O)[O-])cc1	-7%	-19%	-33%	-1%	2	i	-4%	-19%	u
7	O=C(N/N=C/c1ccc(OC(=O)c2ccccc2Cl)cc1)c1ccccn1	-5%	15%	-21%	13%	3	-7%	6%	-23%	18%
8	Cc1ccccc1Oc1ccc(S(=O)(=O)NCCC(=O)O)cc1	-2%	18%	u	-7%	-4	-5%	5%	10%	10%[59 µM]
9	CC(=O)N1CCN(CC(O)COc2ccc(OCc3ccccc3)cc2)CC1 (stereo not drawn)	2%	4%	-14%	-1%	2	-6%	-5%	-9%	5%[59 µM]
10	Cc1ccc(CNC(=O)C2CCCN(c3nn4c(=O)cc(C)nc4s3)C2)cc1 (stereo not drawn)	1%	33%	-1%	-4%	3	i	-14%	x	12%
11	CSc1ccccc1C(=O)C1CCCN(S(=O)(=O)c2c(C)noc2C)C1 (stereo not drawn)	-8%	31%	-12%	10%	-6	-11%	-19%	-11%	x
12	O=C(COc1ccc(F)cc1F)NNC(=O)Nc1cccc([N+](=O)[O-])c1	u	10%	-9%	-10%	-6	-7%	-15%	-12%	7%
13	O=C(COC(=O)c1cccnc1)Nc1ccc(F)cc1	-32%	43%[activator]	-4%	10%	0	7%	-6%	-5%	-1%[12.7 µM]
14	O=C(CCCn1c(=S)[nH]c2cc3c(cc2c1=O)OCO3)NCc1cccc(Cl)c1	2%	21%	-15%	0%	3	-5%	-17%	0%	14%
15	COCCC(=O)N1CCC(Oc2ccc(C(=O)NCc3ncc(C)[nH]3)cc2)CC1	-3%	34%	-8%	2%	-1	i	-3%	-18%	x
16	CN(C)S(=O)(=O)c1cccc(C(=O)Nc2cc(S(=O)(=O)N3CCOCC3)ccc2O)c1	-5%	19%	-8%	-3%	2	-9%	-17%	-11%	-8%
17	CCc1nn2c(=O)cc(COC(=O)c3ccco3)nc2s1	-13%	-4%	-6%	-6%	-2	1%	1%	-4%	10%[59 µM]
18	CCc1ccc(NC(=O)c2cc(CN3CCOCC3)on2)cc1	-7%	48%[activator]	-7%	-6%	-2	-9%	-19%	-1%	6%[59 µM]
19	Cc1ccc(CCNC(=O)CN2N=C(c3ccc(C)cc3)CCC2=O)cc1	2%	-3%	-16%	-5%	8	8%	7%	-25%	-10%[59 µM]
20	COC(=O)c1ccc(-c2nc(O)c3cnccn23)cc1	5%	25%	-8%	6%	0	-11%	-7%	-10%	u

# Quoted from the listing:
# In PI4K2A inh, O=C(COC(=O)c1cccnc1)Nc1ccc(F)cc1 is entered as 0
# In BAZ2B inh, O=C(CSc1nc(O)c(C2CCCCC2)c(=O)[nH]1)Nc1ccc(F)cc1 is entered as -11%
# In Tb PGK inh, COC(=O)c1ccc(-c2nc(O)c3cnccn23)cc1 is entered as -11%

# (list continues)
nr	SMILES	GLS inhibitor	HP1b binding inh	JMJD2A Tudor	Pin1 inhibitor	PI4K2A inh	Tb PGK inh	Pol eta inh	BAZ2B inh	G9a inh
21	COc1cc(Cn2c(=O)c3c(OC)c(C)cnc3n(C)c2=O)cc(OC)c1	4%	24%	-9%	-2%	-3	i	5%	15%	x
22	CN1CCC(N(C)S(=O)(=O)c2ccc(C(C)(C)C)cc2)CC1	0%	29%	-4%	-1%	0	x	-3%	6%	16%[2.33 µM]
23	CC(C)Nc1nc(NC(C)C)nc(OCCOC(=O)Nc2ccccc2)n1	1%	11%	-35%	-6%	0	-5%	-7%	0%	32%[12.7 µM]
24	CCC(C(=O)Nc1ccc2c(c1)OCCO2)c1ccccc1 (stereo not drawn)	-4%	40%[activator]	-8%	-11%	-1	-5%	-16%	-8%	u
25	O=C(CS(=O)(=O)c1c[nH]c2ccccc12)N1CCc2ccccc21	-7%	35%	-10%	1%	6	-9%	-17%	-2%	u
26	CC(NC(=O)c1ccc(S(=O)(=O)Nc2ccccc2)cc1)c1ccc(S(N)(=O)=O)cc1 (stereo not drawn)	6%	22%	-6%	7%	3	8%	-2%	27%	-5%[59 µM]
27	COc1ccc(C(=O)Nc2cc(S(=O)(=O)N3CCCCC3)ccc2C)cc1	19%	x	x	x	-4	1%	-6%	x	x
28	O=C(NCC(c1ccco1)N1CCN(c2ccccc2)CC1)C(=O)NC1CCCCC1 (stereo not drawn)	1%	33%	-3%	0%	-2	2%	-13%	-5%	-2%[59 µM]
29	CCOc1ccc(NC(=O)Cc2c[nH]c3ccccc23)cc1	16%	19%	-26%	27%	-3	-6%	-13%	-19%	u
30	Nc1ccc2oc(-c3ccccc3Cl)cc(=O)c2c1O	27%	3%	u	-10%	2	0%	0%	u	71µM*
31	CCCn1c(SCC(=O)NC2CCCCC2)nnc1-c1ccco1	-8%	19%	-4%	12%	-3	-5%	-4%	0%	11%
32	CC1CCN(C(=O)CSc2nc3[nH]ncc3c(=O)[nH]2)CC1	-7%	19%	-21%	-8%	-8	-3%	-18%	14%	-1%[59 µM]
33	O=C(N/N=C/c1c[nH]c2ccccc12)c1cc(-c2cccc3ccccc23)n[nH]1	20%	12%	u	u	3	-4%	-1%	-35%	-21%
34	CC1CN(C(=O)c2ccc(S(=O)(=O)Nc3cccc(C(F)(F)F)c3)cc2)CC(C)O1 (stereo not drawn)	7%	29%	-3%	-4%	-8	1%	-4%	10%	0%
35	Cn1cccc1/C=N/NC(=O)Cc1cccc2ccccc12	25%	-12%	u	1%	0	i	-12%	14µM*	u
36	COc1cc([N+](=O)[O-])cc(/C=N/NC(=O)Cn2cncn2)c1O	-1%	22%	25µM*	21%	-2	i	-5%	32µM*	u
37	COc1ccc(C2=C(N3CCN(c4cccc(C)c4C)CC3)c3ccccc3C2=O)cc1	-1%	u	5µM*	u	0	6%	-22%	2.2µM*	3.2µM*
38	COC(=O)c1ccc(NC(=O)[C@H](C)NC(N)=O)cc1	-10%	21%	-11%	-4%	-7	2%	-11%	-10%	5%
39	CCOC(=O)CSc1nnc(C2CCCCC2)n1C	4%	26%	-6%	-10%	8	-7%	1%	3%	u
40	Nc1nc(-c2ccco2)cs1	20%	11%	-7%	2%	-8	-4%	-18%	-5%	45µM*
41	NNC(=O)c1cccc(O)c1	0%	41%[activator]	-6%	0%	-4	18%	-5%	-20%	18%[59 µM]
42	CCc1ccc(NC(=O)Cc2ccc(NC3=NC4CS(=O)(=O)CC4S3)cc2)cc1 (stereo not drawn)	-3%	39%	-7%	4%	-2	9%	-13%	-2%	-5%
43	CC(=O)Nc1ccc(CN2CCN(C3CCCC3)C(CCO)C2)cc1 (stereo not drawn)	-1%	15%	-8%	6%	-3	-7%	-13%	5%	x
44	Cc1csc2nc3cc(C(N)=O)ccc3c(=O)n12	1%	29%	0%	-1%	3	-5%	-13%	5%	-1%[12.7 µM]
45	Cc1nnc(NC(=O)CSc2nccn2Cc2ccccc2)s1	11%&-8%	16%	-2%&-11%	-2%&-5%	4&-4	4%&-7%	-4%&1%	-17%&2%	10%[59 µM]
46	COc1ccccc1-c1cc(C(F)(F)F)nc(S(=O)(=O)CCCC(=O)Nc2ccc(F)c(Cl)c2)n1	13%	50%[activator]	-9%	4%	-3	i	-15%	0%	-15%[59 µM]
47	CCOC(=O)N1CCN(C(=O)c2cnn(-c3cccc(C)c3)c2-n2cccc2)CC1	2%	24%	-5%	7%	0	-4%	-21%	-2%	-1%[59 µM]
48	CCOc1ccc(Cl)cc1CN1CCOCC1	6%	22%	-10%	1%	6	-8%	-14%	-17%	6%[12.7 µM]
49	O=C(CCc1ccccc1)N/N=C/c1cccc([N+](=O)[O-])c1	1%	69%[activator]	-3%	1%	1	i	-9%	-29%	u
50	Cc1oc(-c2ccc(Cl)cc2)nc1CN1CCC(C(=O)NCCCN2CCCC2=O)CC1	1%	38%	-11%	1%	-6	0%	u	2%	2%
51	S=C1NCCc2ccc(Cl)cc2C1c1ccccc1 (stereo not drawn)	9%	u	u	1%	10	i	-12%	40µM*	-17%[59 µM]
52	CCCNC(=O)COC(=O)c1ccccc1OCc1ccc(Cl)cc1	3%	46%	32%	11%	-1	-6%	-9%	1%	39%
53	O=C(NC1CCCCC1)c1cccc2c1C(=O)c1ccc(N3CCC(Cc4ccccc4)CC3)cc1S2(=O)=O	1%	45%[activator]	4%	u	6	-11%	-4%	x	x
